Screening data (PubChem)
ERp5 block = inhibitors of ERp5-driven insulin aggregation, primary screen, biochemical, turbidity, absorbance 650 nm, single point; 90 min; actives 0.05% (n = 350,000); inhibition, % at 9.99 µM; Protein disulfide-isomerase A6 (Homo sapiens), Q15084;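 active = mean replicate inhibition above about 25%, with every replicate also reaching it, limit read from the data, passing the limit was not always enough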
Target sequence (Q15084 whole entry, looked up): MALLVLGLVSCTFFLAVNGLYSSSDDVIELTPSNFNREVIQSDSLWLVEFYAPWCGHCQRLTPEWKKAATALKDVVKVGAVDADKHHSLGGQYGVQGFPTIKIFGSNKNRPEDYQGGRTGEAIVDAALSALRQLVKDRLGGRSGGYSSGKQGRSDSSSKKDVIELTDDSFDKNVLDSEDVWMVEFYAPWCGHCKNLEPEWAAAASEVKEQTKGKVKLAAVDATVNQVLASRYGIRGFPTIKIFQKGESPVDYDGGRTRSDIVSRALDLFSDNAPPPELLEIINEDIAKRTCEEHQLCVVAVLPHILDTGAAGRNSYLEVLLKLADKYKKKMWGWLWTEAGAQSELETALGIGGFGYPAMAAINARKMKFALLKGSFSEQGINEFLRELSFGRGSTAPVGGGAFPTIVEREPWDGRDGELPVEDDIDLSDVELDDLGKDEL
Xi reactivation = activators of inactive X chromosome reactivation, primary screen, imaging, XiGFP fibroblasts, GFP high-content imaging, set 2; AID 743238, 2013; XiGFP mouse fibroblasts, % GFP-positive cells imaging, 3 d; cells co-treated with 5-aza-dC sensitizer; scaled so ellipticine positive control = 100%; actives 0.055% (n = 360,000); activation, % at 7.58 µM;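 active = mean normalized replicate activation at least 10% and every replicate at or above 10%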;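 also: 0% = median of on-plate neutral control wells and 100% = ellipticine 6 µM median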
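System: XiGFP fibroblasts, SV40-immortalized. Medium: DMEM plus 5-aza-dC sensitizer. Doses: single point. Timing: 3 d treatment, 15 min room-temperature fixation. Control set: ellipticine 6 µM.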
E-sel inducer = E-selectin induction in HUVECs, primary screen, imaging, HUVEC, immunofluorescence imaging, single point; actives 0.37% (n = 260,000); P16581; normalized: neutral wells 0, TNF-alpha wells 100; activation, % at 7.58 µM; AID 686992, 2013;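 active = mean E-selectin-positive cell signal at least 10% of the positive control, reached in at least 60% of replicates, without over 20% cell loss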;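 also: in these data hits start at about 27%; measured in HUVEC primary endothelial cells; signal is the percent of cells scored E-selectin positive by PE staining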
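assay system = HUVEC, human umbilical vein endothelial cells | input = 3,000 HUVEC seeded per well | medium = EGM-2 growth medium on 0.1% gelatin-coated wells | dosing = one compound dose added by pin transfer | signal = immunofluorescence imaging | read-out basis = % PE-positive cells | control set = TNF-alpha, DMSO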
RAD54 branch = inhibitors of human RAD54 branch migration, primary screen, biochemical, fluorescence, single point; RAD54 Holliday junction branch migration, FAM/BHQ fluorescence; inhibition, % at 10.4 µM; DNA repair and recombination protein RAD54-like (Homo sapiens), Q92698; actives 0.14% (n = 360,000);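 active = mean normalized replicate activity at least 40 and at least half of replicates scoring 40 or more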;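 also: 0% = median of neutral control wells and 100% = median of positive control wells; inhibitors cause a drop in the FAM fluorescence signal; in these data hits start at about 50%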
esBAF inh = Bmi1 luciferase reporter increase in mESCs, primary screen, esBAF inhibitor project, mouse ES cells, Bmi1 luciferase knock-in, single point; 24 h; 100% = twice the neutral-well signal; reporter increase, % at 12.5 µM; actives 2% (n = 350,000); in the data active = activation above about 40%;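 also: 0% = median of the plate's neutral control wells and 100% = double that signal; a rise in the Bmi1 reporter signal indicates esBAF inhibition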
ERAP1 inh = human ERAP1 aminopeptidase inhibitors, primary screen, biochemical, single point, plate reader; recombinant ERAP1, Leu-AMC fluorescence, 60 min; inhibition, % at 10.7 µM; Endoplasmic reticulum aminopeptidase 1 (Homo sapiens), Q9NZ08; AID 652197, 2013; actives 0.15% (n = 340,000);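 active = mean replicate inhibition of at least 30%, or all replicates individually reaching that 30% level; inactive = mean below 30% and not every replicate reaching it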;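 also: 0% = neutral control wells and 100% = L-leucinethiol positive control wells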
S100A4 MyoIIA = inhibitors of S100A4-myosin IIA peptide binding, primary screen, biochemical, fluorescence polarization, TAMRA-MyoIIA peptide; Protein S100-A4 (Homo sapiens), P26447; inhibition, % at 10.7 µM; actives 0.14% (n = 360,000); AID 652163, 2013;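 active = mean inhibition of at least 70% across replicates, with every replicate also reaching that level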
Target sequence (P26447 whole entry, looked up): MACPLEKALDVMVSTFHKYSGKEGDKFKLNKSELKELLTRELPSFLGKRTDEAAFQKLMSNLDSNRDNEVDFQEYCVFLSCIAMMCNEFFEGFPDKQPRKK
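Test system – S100A4 monomer (human) · Compound – single-point compound testing · Schedule – 5 min incubation before reading · Probe or stimulus – TAMRA-labelled myosin IIA heavy-chain peptide probe, 5 nM · Benchmarks – neutral control DMSO, positive control TFP · Medium – Calcium-containing HEPES buffer, pH 7.2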
RAD52 anneal inh = RAD52 DNA annealing inhibitors, primary screen, biochemical, FRET, single point, set 2; recombinant RAD52 DNA annealing, FRET fluorescence; actives 0.46% (n = 360,000); inhibition, % at 18.7 µM; AID 651710, 2012; DNA repair protein RAD52 homolog (Homo sapiens), P43351;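 active = every replicate showing at least 50% inhibition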
Target sequence (P43351 whole entry, looked up): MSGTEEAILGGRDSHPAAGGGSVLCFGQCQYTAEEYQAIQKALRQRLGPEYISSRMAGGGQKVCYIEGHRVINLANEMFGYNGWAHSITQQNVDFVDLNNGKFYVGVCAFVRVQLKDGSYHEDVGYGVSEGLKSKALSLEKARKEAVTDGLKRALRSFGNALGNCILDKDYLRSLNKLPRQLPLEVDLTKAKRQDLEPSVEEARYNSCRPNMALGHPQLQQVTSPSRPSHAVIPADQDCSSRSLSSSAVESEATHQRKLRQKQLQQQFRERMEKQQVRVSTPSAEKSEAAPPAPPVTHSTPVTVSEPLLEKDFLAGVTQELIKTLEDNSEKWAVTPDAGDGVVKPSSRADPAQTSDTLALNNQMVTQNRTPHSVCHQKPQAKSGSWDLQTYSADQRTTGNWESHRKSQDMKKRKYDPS
* hit, by the source's call; x = not tested or not shown.

SMILES	ERp5 block	Xi reactivation	E-sel inducer	RAD54 branch	esBAF inh	ERAP1 inh	S100A4 MyoIIA	RAD52 anneal inh
O=C(COc1ccccc1)N=C1SC2CS(=O)(=O)CC2N1c1ccc(F)cc1F (configuration not stated)	-1	0.0	0.4	8	1	-3	-3	-7
COc1ccc(OC)c(NC(=O)CCNS(=O)(=O)c2ccc3c(c2)oc(=O)n3C)c1	4	0.1	x	-1	x	2	-10	8
CCOC(=O)C1=C(C)N(c2ccc(C)cc2)C(=O)/C1=C\c1ccc(O)c(OC)c1	2	-0.1	-0.4	x	-5	11	-16	-13
Cc1cc(C)c(-c2cc(NC(=O)COC(=O)c3ccc(NC(=O)CC#N)cc3)n(-c3ccccc3)n2)cc1C	1	0.1	x	-6	1	3	-6	-39
Cc1onc(-c2c(Cl)cccc2Cl)c1C(=O)Nc1nc(C(C)(C)C)cs1	4	0.0	-0.2	-1	x	2	-3	-8
N#Cc1ccc(N2CCCNCC2)nc1	1	0.1	2.4	-3	-4	1	-4	-29
Cc1ccn2c(c1)nc(=O)c1cc(S(=O)(=O)N3CCOCC3)ccc12	-2	0.0	4.0	0	-6	7	2	-14
Nc1cc(S(=O)(=O)N2CCOCC2)ccc1N1CCOCC1	1	0.5	-0.8	8	-3	2	-2	-4
O=S1(=O)CCN2C(=N1)Sc1c2ccc2c1CCCC2	2	x	x	-11	36	2	2	-7
CCCCC(CC)CNC(=O)c1[nH]c(C)c(C(C)=O)c1C (configuration not stated)	3	0.2	0.0	-10	8	-1	-2	7
Cc1ccc(-c2noc(C3CCCN(C(=O)c4cccc([N+](=O)[O-])c4)C3)n2)o1 (configuration not stated)	6	0.1	x	-10	20	-4	3	-8
COC(=O)c1cc(S(=O)(=O)NCC2CCN(Cc3cccc(F)c3)CC2)cn1C	-2	0.0	x	-8	-4	-4	-4	-6

An excerpt of these results, comma-delimited:
SMILES,ERp5 block,Xi reactivation,E-sel inducer,RAD54 branch,esBAF inh,ERAP1 inh,S100A4 MyoIIA,RAD52 anneal inh
COc1ccc(OC)c(NC(=O)CCNS(=O)(=O)c2ccc3c(c2)oc(=O)n3C)c1,4,0.1,x,-1,x,2,-10,8
CCOC(=O)C1=C(C)N(c2ccc(C)cc2)C(=O)/C1=C\c1ccc(O)c(OC)c1,2,-0.1,-0.4,x,-5,11,-16,-13
Cc1cc(C)c(-c2cc(NC(=O)COC(=O)c3ccc(NC(=O)CC#N)cc3)n(-c3ccccc3)n2)cc1C,1,0.1,x,-6,1,3,-6,-39
Cc1onc(-c2c(Cl)cccc2Cl)c1C(=O)Nc1nc(C(C)(C)C)cs1,4,0.0,-0.2,-1,x,2,-3,-8
N#Cc1ccc(N2CCCNCC2)nc1,1,0.1,2.4,-3,-4,1,-4,-29

Remaining list, next part.
SMILES	ERp5 block	Xi reactivation	E-sel inducer	RAD54 branch	esBAF inh	ERAP1 inh	S100A4 MyoIIA	RAD52 anneal inh
CCCCS(=O)(=O)NC1=NCN(CC)CN1	-3	x	x	2	-2	-1	-10	-8
CCOC(=O)C(C)Oc1cc(Cl)c(C=O)cc1OC (configuration not stated)	-1	0.0	x	x	x	4	-4	-11
COC(=O)C1=C(C)N(C)C(=NCc2cccc(C(F)(F)F)c2)NC1c1ccc(F)cc1 (configuration not stated)	0	-0.1	-0.3	x	x	-1	-1	-4
CCCNC(=O)N1CC2(CCN(CC3CCCCC3)CC2)c2c([nH]c3cc(OC)ccc23)[C@@H]1CO	6	0.1	-0.1	x	x	-5	5	18
Cc1ccc(NC(=O)C2CC(=O)N(Cc3ccco3)C2)cc1 (configuration not stated)	5	0.0	0.9	x	-1	2	-1	-15
O=C(CC(F)(F)F)N1C[C@@H]2[C@H](c3ccccc31)[C@@H](CO)N2C(=O)Cc1ccccc1	10	0.2	0.0	7	1	2	7	1
CC(=O)Nc1sc2c(c1C(c1cccc(Cl)c1)N1CCN(CCO)CC1)CCCC2 (configuration not stated)	-1	0.2	0.1	1	-1	-2	2	4
Cc1ccccc1C(=O)c1cccn1CC(=O)NCCCN1CCc2ccccc2C1	4	0.2	x	x	x	9	-2	-8
O=C(CCc1ccccc1O)NC1CCCc2ccccc21 (configuration not stated)	6	0.0	x	14	-10	1	-1	-7
CCc1ccc(N(C(=O)c2ccco2)C(C(=O)NC2CCCC2)c2cccnc2)cc1 (configuration not stated)	0	0.7	0.1	x	12	4	-2	-5
C[C@@H]1CN([C@H](C)CO)C(=O)c2ccccc2-c2ccccc2CO[C@H]1CN(C)S(=O)(=O)c1ccccc1	-3	0.3	0.0	4	-2	-2	-9	7
CCCCn1c(N)c(N(CCOC)C(=O)c2ccc(-c3ccc(Cl)cc3)o2)c(=O)[nH]c1=O	1	0.1	-0.2	x	-1	1	-6	-26
O=C(CN1CCN(S(=O)(=O)N2CCCCC2)CC1)Nc1ccc(Br)cc1	-2	0.3	0.0	-7	x	-2	-3	-15
CCC(=O)N1CCc2cc(Br)cc(S(=O)(=O)N(C)c3ccc(OC)cc3)c21	1	0.4	x	x	-2	0	-2	-16
CCS(=O)(=O)N1[C@H](CO)[C@@H](c2ccccc2)C12CN(C(=O)C1CCC1)C2	-5	0.1	0.0	x	x	1	-10	-3
Cc1cccc(C)c1-c1ccc(CN2C(CC(C)C)C(=O)N(Cc3cn(CCO)nn3)CCS2(=O)=O)cc1 (configuration not stated)	0	0.6	-0.4	4	-2	4	0	-8
CC(=O)Oc1c(Br)cc(N(C(C)=O)S(=O)(=O)c2ccccc2)c2ccccc12	-1	0.0	x	-3	4	4	-6	-5
Cc1ccccc1CN1CCN(S(=O)(=O)c2cccs2)CC1	4	0.0	-1.9	1	0	-1	8	-15
C[C@H](CO)N1C[C@H](C)[C@H](CN(C)C(=O)Nc2ccccc2)Oc2cc(C#C[C@@H](C)O)ccc2S1(=O)=O	-2	-1.1	0.0	5	-5	5	-5	3
Cc1cccc([N+](=O)[O-])c1NC(=O)COC(=O)C1CCCO1 (configuration not stated)	-3	0.8	x	8	-4	5	8	-4
COc1ccc(NC(=O)Cc2nnc(SCC(=O)Nc3nccs3)n2C)cc1	3	0.0	1.7	1	0	-4	2	-7
COc1ccc(NS(=O)(=O)c2cccc(C(=O)OCC(=O)N3CCN(c4ccc(OC)cc4)CC3)c2)cc1	11	0.0	-0.3	12	-5	0	-4	-12
CCC1CCCCN1CCNS(=O)(=O)c1ccc2c(c1)oc(=O)n2C (configuration not stated)	-1	0.2	-1.7	-8	-7	-6	-5	-31
COc1ccc(C(CNC(=O)Nc2ccccc2)N2CCN(C)CC2)cc1 (configuration not stated)	-14	-0.1	x	1	9	5	-3	10
CCOc1ccccc1NC(=O)NC(C)c1ccc2c(c1)OCO2 (configuration not stated)	10	0.1	-0.1	7	2	0	2	-18
C[C@@H]1CCCCO[C@@H](CN(C)C(=O)Nc2ccc(C(F)(F)F)cc2)[C@@H](C)CN([C@H](C)CO)C(=O)c2cc(NC(=O)c3ccncc3)ccc2O1	x	0.0	0.5	x	x	0	-4	-50
O=[N+]([O-])c1ccc(OS(=O)(=O)Cc2ccccc2)cc1	1	0.2	x	x	x	3	-5	-2
COc1ccc(S(=O)(=O)Cc2ccc(C(=O)N3CCN(c4cc(C)ccc4C)CC3)o2)cc1	-2	0.0	0.0	-7	-2	-5	-4	-2
CO[C@H]1CC[C@H]2CCOc3c(C#N)cccc3C(=O)N(C)[C@@H](C)C(=O)N(C)C[C@@H]1O2	3	0.1	-0.1	0	-3	x	x	-13
O=C(CS(=O)(=O)c1ccccc1)N1CCc2ccccc21	4	0.0	0.1	x	x	3	-3	-23
COc1ccc(NC(=S)N2CCNC(=O)C2CC(=O)Nc2cccc(Cl)c2C)cc1 (configuration not stated)	3	0.3	-2.7	2	-2	-3	-4	-8
CCN(CC)c1ccc(C(=O)NNC(=O)CN2C(=O)NC3(CCCCC3)C2=O)cc1	-5	-0.2	0.4	0	-1	-1	-4	2
CC(C)CC1=C/C(=C/c2ccc(-c3ccccc3)o2)C(=O)O1	1	1.0	-2.3	x	x	9	-17	-84
O=C(N[C@H]1CC[C@@H](CCNS(=O)(=O)c2ccccc2Cl)O[C@H]1CO)c1ccc(F)cc1	-1	0.1	2.2	-1	-1	-2	-3	4
COc1cccc(OC)c1C(=O)NC(=S)NCc1ccccc1	-4	0.8	x	x	x	0	3	-3
COc1cccc(S(=O)(=O)N[C@H]2C=C[C@H](CC(=O)NCc3ccc(F)cc3)O[C@@H]2CO)c1	19	1.0	0.2	-2	-3	-3	-5	-4
C/C(=N\O)C(C)(C)Nc1cccc(F)c1	3	0.0	0.0	x	2	6	-1	3
Cc1ccc(NC(=O)CCNS(=O)(=O)c2ccc3[nH]c(=O)oc3c2)c(C)c1	-2	0.1	x	9	3	-5	-1	-13
Cc1ccc(S(=O)(=O)N(C)C[C@H]2Oc3c(NC(=O)NC(C)C)cccc3C(=O)N([C@@H](C)CO)C[C@@H]2C)cc1	0	-0.6	0.1	3	1	1	-18	15
CCCC(=O)Nc1ccc2c(c1)C(=O)N(C)C[C@H](OC)[C@H](C)CN(C(=O)CC1CC1)[C@@H](C)CO2	1	-0.1	0.1	-4	-4	6	-2	-1
C[C@@H]1CCCCO[C@H](CN(C)S(=O)(=O)c2ccc(F)cc2)[C@@H](C)CN([C@@H](C)CO)C(=O)c2cc(NC(=O)CCCN(C)C)ccc2O1	2	0.4	0.0	7	-1	2	-9	-2
COc1cccc(CNC(=O)CN(C)S(=O)(=O)c2ccc3c(c2)n(C)c(=O)c(=O)n3C)c1	5	0.0	4.8	2	-3	2	-3	0
CO[C@@H]1CN(C)C(=O)c2cc(NC(=O)c3ccc(Oc4ccccc4)cc3)ccc2OC[C@@H](C)NC[C@H]1C	-5	0.0	1.0	18	1	6	-5	40
CCOc1ccccc1C1c2[nH]c3ccccc3c2C[C@H]2C(=O)N(C3CC3)CC(=O)N12 (some centres not stated)	3	0.0	-0.1	-3	-1	2	1	1
C[C@@H]1CN([C@H](C)CO)C(=O)c2cc(-c3cccnc3)cnc2O[C@H]1CN(C)C(=O)Cc1cccnc1	-6	-0.3	0.4	-4	2	3	6	6
Cc1cc2c(NC(=O)CCCC(=O)O)cccc2nn1	1	-0.1	0.0	2	x	5	3	-6
CN1C(=O)c2cc(NC(=O)c3ccc(F)c(F)c3)ccc2OC[C@@H]2O[C@H](CC(=O)O)CC[C@H]21	x	0.0	0.0	0	-3	x	x	x
Fc1cccc(CSc2ccc3nnc(-c4ccccn4)n3n2)c1	0	0.0	0.0	6	-7	12	1	-10
COc1cc(OC)cc(C(=O)NCCc2cnc[nH]2)c1	1	0.0	0.0	-16	-10	2	-6	-10
CN(CC(=O)Nc1ccccc1Br)C(=O)c1n[nH]c2ccccc12	1	0.0	-1.8	x	x	-2	4	-3
CC(=O)N1CCN(C(=O)C2(NC(=O)Nc3ccccc3Cl)CCCCC2)CC1	3	0.0	x	-3	-3	-10	3	-5
